Screening data (PubChem)
LMNA splice mod – modulators of lamin A splicing. HeLa LMNA splicing GFP/RFP minigene ratio, 48 h. Potency, µM (doses to about 46.1 µM), inactives show top-dose ratio change, negative = inhibition, usual class: inhibitors. 200,000 tested, 0.01% active. AID 1487; active means well fitted inhibition curve with a large enough effect in the signal ratio, with a control signal flat, not every such curve was filed as active; inconclusive means small, poorly fitted or top-dose-only effect, or effect the other way, or a change in a side signal; the % refers to the signal ratio; further: on the % scale 0 is the no-effect control and ±100 the full control effect
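S3 HeLa cells stably expressing lamin A-EGFP splicing minigene plus DsRed2, 600 cells/well, 48 h compound exposure at 37C. Laser-scanning cytometry; analysed as GFP (500-530 nm)/RFP (575-640 nm) total intensity ratio; 0.5% DMSO vehicle.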
Epigenetic reg – derepresses silenced GFP reporter in murine cells. murine LDR cells, GFP reporter derepression, 30 h. Potency, µM (doses to about 53.9 µM), inactives show at the top dose GFP activation, usual class: activators. 280,000 tested, 0.2% active; active means well fitted activation curve with a large enough effect; inconclusive means small, poorly fitted or top-dose-only effect; further: % of control where 0% means no effect; nearly all actives have a fitted effect of over 60% in size
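Murine LDR cells carrying a silenced, genomically integrated CMV-driven GFP reporter were exposed to compound for 30 hours at 37 C. After PBS washes, GFP-positive cells (20–120 um objects) were counted by laser-scanning microplate cytometry.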
An asterisk follows results filed as active; ? = inconclusive; . = no result given; [ ] = another dose, or the depositor's remark. Potency means the concentration at half of the fitted maximal effect. Some of the compounds tested; the hit share may differ from the screen's.

no.	LMNA splice mod	Epigenetic reg	SMILES
1	-6.7%[46 µM]	-2.4%	CCc1c(C)sc2c1CCN(C(=O)Nc1cc(OC)c(OC)c(OC)c1)C2c1ccccc1 (stereo unspecified)
2	-27.6%[46 µM]	0.0%	Cc1cc(=O)n(C(C)C(=O)N2CCCc3ccccc32)c2c1c(C)nn2-c1ccccc1 (stereo unspecified)
3	-3.5%[46 µM]	-1.3%	CC(CC(=O)NCc1ccc(Cl)cc1Cl)CC1=NS(=O)(=O)c2ccccc2N1 (stereo unspecified)
4	-1.7%[46 µM]	2.0%	COc1cccc(C(=O)Nc2ccccc2OCc2cc(=O)n3ccccc3n2)c1
5	-2.3%[46 µM]	-1.3%	COc1ccc(N2CCN(c3ncnc4onc(-c5ccc(F)cc5)c34)CC2)cc1
6	-12.8%[46 µM]	0.0%	CC1(C)CC(=O)c2cc(C(=O)Nc3ccccc3Cl)c(=O)n(-c3ccc(Cl)cc3)c2C1
7	5.5%[46 µM]	-1.3%	O=C(CCCn1c(=O)[nH]c2ccccc2c1=O)NCc1ccccc1Cl
8	-4.7%[46 µM]	5.5%	Cc1c(Cl)cccc1NC(=O)CSc1nc(=O)n(Cc2ccccn2)c2c1CCC2
9	?	14.8%	COc1ccccc1NC(=O)c1c(NCc2ccc(C)o2)sc2c1CCCCC2
10	-7.3%[46 µM]	-0.3%	CN(Cc1ccccc1)S(=O)(=O)c1ccc(F)c(C(=O)Nc2cc(Cl)cc(Cl)c2)c1
11	6.8%[46 µM]	-4.2%	Cc1ccc(S(=O)(=O)N2CCCc3cc(NC(=O)c4ccc(Cl)cc4)ccc32)cc1
12	?	-2.4%	CC(C)CC(=O)Nc1ccc2nc(SCC(=O)N3CCc4ccccc43)sc2c1
13	?	2.7%	O=C(CSc1nc(=O)[nH]c2c1CCCC2)NCc1ccc(F)cc1
14	19.0%[46 µM]	-3.0%	CC(C)c1nn2c(=O)cc(COC(=O)c3ccc(NC(=O)CCc4ccccc4)cc3)nc2s1
15	?	0.0%	CCN(CC)c1ccc(NS(=O)(=O)c2ccc(-c3coc(C)n3)cc2)c(C)c1
16	?	1.1%	Cc1ccc(NC(=O)CSc2nc3nccnc3c(=O)n2CCc2c[nH]c3ccccc23)c(C)c1
17	-13.7%[46 µM]	0.8%	Cc1cccc2c(=O)cc(CSc3ccccc3NC(=O)C(C)(C)C)[nH]c12
18	?	2.4%	CCC1Oc2ccccc2N(CC(=O)NCc2cc(OC)ccc2OC)C1=O (stereo unspecified)
19	6.0%[46 µM]	-0.5%	COc1ccccc1CNC(=O)CCC1N=C2c3ccccc3N=C(SCC(N)=O)N2C1=O (stereo unspecified)
20	-9.3%[46 µM]	1.0%	O=C(Nc1cccc(F)c1)C1CCN(c2nc3ccccc3[nH]2)CC1
21	3.1%[46 µM]	-1.2%	CCc1cccc(NC(=O)CN2Cc3ccccc3C2=O)c1
22	-0.3%[46 µM]	-2.3%	CCCC(=O)OCc1cnc(C)c2oc(=O)c(C(=O)Nc3ccc(F)cc3C)cc12
23	-10.1%[46 µM]	0.0%	Cc1cc(=O)n(Cc2ccccc2)c2c1c(C)nn2C
24	?	0.0%	CC1(C)N=C(SCc2ccccc2Cl)c2ccccc2N1
25	18.9%[46 µM]	1.2%	Cc1c(C(=O)Nc2cccc(Cl)c2)oc2ccc(S(=O)(=O)N3CCCCCC3)cc12
26	18.8%[46 µM]	-1.5%	Cc1cc2nc(-c3cccc(NC(=O)C(C)C)c3C)oc2cc1C
27	-14.5%[46 µM]	-1.2%	CCOC(=O)c1cccc(NC(=O)N2CCC(CN3CCc4ccccc4C3)CC2)c1
28	?	0.0%	COc1ccc(-c2nc(Cn3c(SCc4ccc(C)cc4)nc4cccnc43)c(C)o2)cc1OC
29	-3.9%[46 µM]	2.0%	O=C(NCc1cccc(F)c1)c1ccccc1NC(=O)c1nsc2ccccc12
30	?	-0.6%	COc1cccc(N2CCN(C(=O)C3CCN(S(=O)(=O)c4c(C)noc4/C=C/c4ccccc4F)CC3)CC2)c1
31	?	4.2%	CCN(c1ccc(C)cc1)S(=O)(=O)c1nnc(NC(=O)C2CCCCC2)s1
32	0.1%[46 µM]	-1.2%	Cn1cc(S(=O)(=O)c2ccccc2)c(=O)c2cc(F)c(N3CCN(c4ccccc4)CC3)cc21
33	10.8%[46 µM]	0.0%	Cc1ccc(C2CCN(C(=O)c3cnn(-c4ccc(C)cc4)c3C3CCN(C(=O)OC(C)(C)C)CC3)C2)cc1 (stereo unspecified)
34	?	1.3%	CCOC(=O)CSc1nc2c(sc3ccccc32)c(=O)n1Cc1ccc(C)cc1
35	-9.3%[46 µM]	-4.0%	COc1ccc(Nc2ncc3c(n2)CCN(Cc2sccc2C)C3)c(OC)c1
36	19.9%[46 µM]	-1.3%	Cc1sc(-c2cc3ccccc3oc2=O)nc1-c1ccc(Cl)c(Cl)c1
37	-11.2%[46 µM]	0.0%	CNC(=O)c1ccc(CSc2nc3cccnc3n2Cc2cccc(F)c2)cc1
38	-0.8%[46 µM]	0.0%	N#Cc1ccc(NC(=O)COCc2cc(-c3ccc4c(c3)OCO4)on2)cc1
39	-12.5%[46 µM]	-2.2%	CN(C)CCNc1oc(-c2ccc(COc3ccc(Cl)cc3)o2)nc1C#N
40	-1.9%[46 µM]	5.3%	O=C(CN1CCSc2ccccc21)N1CCN(c2ccccc2)CC1
41	-14.2%[46 µM]	3.5%	Cc1cccc(C(c2sc3nc(-c4ccco4)nn3c2O)N2CCN(c3ccccc3)CC2)c1 (stereo unspecified)
42	-24.7%[46 µM]	0.0%	O=C(NCc1ccc(F)cc1)c1nnc(Cc2cccc(F)c2)o1
43	?	-0.2%	Cc1ccccc1CN1C(=O)c2ccccc2S(=O)c2ccc(C(=O)NC3CCC(C)CC3)cc21 (stereo unspecified)
44	0.4%[46 µM]	-0.1%	CC(=O)N1CCN(C(=O)C(=O)Nc2c3c(nn2-c2ccc(Cl)cc2)CSC3)CC1
45	-5.2%[46 µM]	-0.4%	Cc1oc2ncnc(N3CCCCC3)c2c1C(=O)Nc1cccc(F)c1
46	-1.6%[46 µM]	-1.7%	COc1ccc(Cl)cc1NC(=O)c1ccc2nc(Cc3ccccc3)oc2c1
47	0.0%[46 µM]	1.4%	COc1ccc(N2CCN(C(c3ccccc3F)c3sc4nc(-c5ccco5)nn4c3O)CC2)cc1 (stereo unspecified)
48	.	?	CCOC(=O)c1c(NC(=O)c2ccc(S(=O)(=O)N3CCC(C)CC3)cc2)sc2c1CCN(C)C2
49	6.4%[46 µM]	4.0%	Cc1cccc(CS(=O)(=O)Cc2ccc(C(=O)NCCc3ccccc3)o2)c1
50	-0.2%[46 µM]	-1.3%	CC(=O)Nc1ccc(S(=O)(=O)N2CCC(c3ccncc3)CC2)cc1
51	-14.4%[46 µM]	-3.2%	O=C(CSc1nnc(-c2ccccc2F)o1)Nc1cccc(C(F)(F)F)c1
52	-0.4%[46 µM]	-1.3%	Fc1ccc(CNc2ncnc3onc(-c4ccc(F)cc4)c23)cc1
53	5.8%[46 µM]	-2.7%	COc1cccc(-c2nn3c(=O)cc(CN4CCN(C(=O)/C=C/c5ccccc5)CC4)nc3s2)c1
54	6.9%[46 µM]	4.8%	O=C(NCc1ccccc1Cl)c1ccc2oc(=O)n(Cc3ccccc3)c2c1
55	-3.6%[46 µM]	0.7%	COc1ccccc1CNC(=O)CSc1nc(=O)[nH]c2c1CCC2
56	-7.2%[46 µM]	6.8%	Cc1cccc(-c2nc3nc(C)cc(NC(C)c4ccccc4)n3n2)c1 (stereo unspecified)
57	7.4%[46 µM]	-1.3%	Cc1cn(C)c(CC(=O)Nc2ccc(F)cc2Cl)c1C(=O)O
58	?	0.4%	COc1ccc2nc(N3CCN(C(=O)CS(=O)(=O)c4ccc(C)cc4)CC3)sc2c1
59	4.7%[46 µM]	0.0%	CCOc1ccccc1NC(=O)C(C)Sc1cc(-c2ccccc2)nc(C)n1 (stereo unspecified)
60	?	-2.8%	Cc1cccc(C(=O)Nc2nnc(SCc3cc(=O)n4cccc(C)c4n3)s2)c1

Ordered by molecular weight (rising): some entries from above
no.	LMNA splice mod	Epigenetic reg	SMILES
42	-24.7%[46 µM]	0.0%	O=C(NCc1ccc(F)cc1)c1nnc(Cc2cccc(F)c2)o1
52	-0.4%[46 µM]	-1.3%	Fc1ccc(CNc2ncnc3onc(-c4ccc(F)cc4)c23)cc1
40	-1.9%[46 µM]	5.3%	O=C(CN1CCSc2ccccc21)N1CCN(c2ccccc2)CC1
38	-0.8%[46 µM]	0.0%	N#Cc1ccc(NC(=O)COCc2cc(-c3ccc4c(c3)OCO4)on2)cc1
36	19.9%[46 µM]	-1.3%	Cc1sc(-c2cc3ccccc3oc2=O)nc1-c1ccc(Cl)c(Cl)c1
54	6.9%[46 µM]	4.8%	O=C(NCc1ccccc1Cl)c1ccc2oc(=O)n(Cc3ccccc3)c2c1
59	4.7%[46 µM]	0.0%	CCOc1ccccc1NC(=O)C(C)Sc1cc(-c2ccccc2)nc(C)n1 (stereo unspecified)
51	-14.4%[46 µM]	-3.2%	O=C(CSc1nnc(-c2ccccc2F)o1)Nc1cccc(C(F)(F)F)c1
37	-11.2%[46 µM]	0.0%	CNC(=O)c1ccc(CSc2nc3cccnc3n2Cc2cccc(F)c2)cc1
34	?	1.3%	CCOC(=O)CSc1nc2c(sc3ccccc32)c(=O)n1Cc1ccc(C)cc1
44	0.4%[46 µM]	-0.1%	CC(=O)N1CCN(C(=O)C(=O)Nc2c3c(nn2-c2ccc(Cl)cc2)CSC3)CC1
58	?	0.4%	COc1ccc2nc(N3CCN(C(=O)CS(=O)(=O)c4ccc(C)cc4)CC3)sc2c1
41	-14.2%[46 µM]	3.5%	Cc1cccc(C(c2sc3nc(-c4ccco4)nn3c2O)N2CCN(c3ccccc3)CC2)c1 (stereo unspecified)
43	?	-0.2%	Cc1ccccc1CN1C(=O)c2ccccc2S(=O)c2ccc(C(=O)NC3CCC(C)CC3)cc21 (stereo unspecified)
48	.	?	CCOC(=O)c1c(NC(=O)c2ccc(S(=O)(=O)N3CCC(C)CC3)cc2)sc2c1CCN(C)C2
33	10.8%[46 µM]	0.0%	Cc1ccc(C2CCN(C(=O)c3cnn(-c4ccc(C)cc4)c3C3CCN(C(=O)OC(C)(C)C)CC3)C2)cc1 (stereo unspecified)

Following part.
no.	LMNA splice mod	Epigenetic reg	SMILES
61	-11.0%[46 µM]	1.2%	COCCNC(=O)c1ccc2c(c1)NC(=O)C(CS(=O)(=O)Cc1ccc(F)cc1Cl)N2 (stereo unspecified)
62	0.0%[46 µM]	2.5%	COc1cccc(-n2ccn(CC(=O)NCc3ccc(C)cc3)c(=O)c2=O)c1
63	?	-1.1%	Cc1ccc(OCC(=O)Nc2nnc(SCc3cc(=O)c4ccccc4[nH]3)s2)cc1
64	11.5%[46 µM]	0.0%	O=C(NCCc1ccc(Cl)cc1)C1COc2ccccc2C1 (stereo unspecified)
65	?	1.2%	O=C(CCn1nc(-c2ccc(Cl)cc2)ccc1=O)NCCc1ccccc1
66	-1.9%[46 µM]	0.0%	O=C(NCCN1CCN(c2ccccc2F)CC1)C1COc2ccccc2C1 (stereo unspecified)
67	?	1.1%	COc1ccc(N2CCN(C(=O)CCc3c(C)nn(-c4ccc(N5CCCC5)nn4)c3C)CC2)cc1
68	5.0%[46 µM]	1.1%	CCOC(=O)N1CCc2c(sc(NCc3cc(OC)c(OC)cc3OC)c2C(=O)Nc2ccc(OCC)cc2)C1
69	-10.6%[46 µM]	0.0%	O=C(CSc1nc(=O)[nH]c2c1CCC2)NCc1ccc(Cl)cc1
70	-6.5%[46 µM]	-1.6%	COc1ccccc1NC(=O)CSC1=Nc2ccccc2C2=NC(CC(=O)NCc3ccc4c(c3)OCO4)C(=O)N12 (stereo unspecified)
71	9.1%[46 µM]	-1.1%	CC1=C(C(=O)Nc2cccnc2)C(c2cccc(O)c2)n2nc(SCc3ccccc3)nc2N1 (stereo unspecified)
72	?	-1.2%	CCc1ccc(CNc2ncnc3c2nc2n3CCCC2)cc1
73	-3.6%[46 µM]	5.3%	Cc1cc(C)cc(C(=O)Nc2c3c(nn2-c2ccccc2C)CS(=O)(=O)C3)c1
74	?	2.0%	Cc1csc2nc(COC(=O)c3ccccc3NC(=O)c3ccc(C(C)(C)C)cc3)cc(=O)n12
75	3.3%[46 µM]	-1.1%	Fc1cccc(-c2nc(-c3ccncc3)no2)c1
76	?	-4.4%	CCOc1ccc(C2c3[nH]c4ccccc4c3CCN2C(=O)CCc2ccccc2)cc1 (stereo unspecified)
77	?	2.4%	COc1ccc(NS(=O)(=O)c2ccc(-c3cnc(C4CC4)o3)cc2)cc1Cl
78	?	0.0%	Cc1cccc(N2CCN(C(=O)CS(=O)(=O)c3cccc4nsnc34)CC2C)c1 (stereo unspecified)
79	?	0.0%	Cn1cc(S(=O)(=O)c2ccc(Cl)cc2)c(=O)c2cc(F)c(N3CCCC3)cc21
80	?	-1.1%	COc1cccc(CNC(=O)Cn2ccc3cc(S(=O)(=O)N4CCCC4)ccc32)c1
81	2.8%[46 µM]	0.0%	COc1cccc(-n2cc(C(=O)NCCc3cccc(C)c3)c3ccccc3c2=O)c1
82	-8.9%[46 µM]	2.2%	Cc1nc(-c2ccc(S(=O)(=O)N3CCN(c4ccccc4F)CC3)cc2)co1
83	?	0.0%	COc1ccccc1N1CCN(C(=O)c2cc3c(=O)n(Cc4ccco4)ccc3nc2C)CC1
